Bioassay records (PubChem)
EBNA-1 inh: blocks EBNA-1 binding to DNA; EBNA-1 DNA binding, fluorescence polarization; inhibition, % at 14.8 µM; hit rate 0.34% among 300,000; in the data active = inhibition above about 28%
TPT1 inh: blocks Candida albicans tRNA 2'-phosphotransferase | hit rate 0.81% among 300,000 | inhibition, % at 5 µM | recombinant caTPT1, FP RNA substrate dephosphorylation | AID 1962;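 active = inhibition above the mean of all tested compounds plus 3 SD, set per screening campaign, cut at about 24% in these data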;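 also: plate controls were DMSO alone for no effect and ferristatin control at 100 nM for full effect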
ZTA DNA inh: ZTA (EBV) inhibition in EBNA-1 counter-screen. P03206. ZTA-DNA binding, fluorescence polarization. inhibition, % at 11 µM. hit rate 0.15% among 320,000; in the data active = inhibition above about 33%
Target sequence (P03206 whole entry, looked up): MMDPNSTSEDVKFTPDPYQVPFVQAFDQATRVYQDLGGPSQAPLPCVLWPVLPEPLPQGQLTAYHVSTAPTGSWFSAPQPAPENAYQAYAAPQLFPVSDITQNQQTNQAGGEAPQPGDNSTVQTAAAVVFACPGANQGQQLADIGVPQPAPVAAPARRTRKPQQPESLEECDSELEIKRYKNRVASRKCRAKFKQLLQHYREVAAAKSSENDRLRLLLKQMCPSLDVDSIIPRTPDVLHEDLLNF
Efflux pump inh: inhibitors of Candida antifungal efflux pumps expressed in yeast. S. cerevisiae Candida pump triplex, Nile Red efflux. hit rate 0.44% among 330,000. inhibition, % at 10 µM;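 active = plate passing quality check with inhibition over a set limit, or well fluorescence over plate mean plus 4 SD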;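 also: Nile Red retained in pooled yeast measured as flow cytometry median fluorescence; 0% = buffer negative control and 100% = Enniatin B positive control; higher means more Nile Red kept so more efflux inhibition; some compounds called inactive have numbers as strong as hits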
CTSL1 counter: cathepsin L1 inhibition, PFM18AAP counter-screen. hit rate 0.49% among 300,000. inhibition, % at 5.96 µM. AID 1906. recombinant F. hepatica cathepsin L1, Z-Leu-Arg-MCA fluorescence;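 active = inhibition above the mean of all tested compounds plus 3 SD, set per screening campaign, cut at about 17% in these data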;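 also: 0% = plate median of test compound wells and 100% = 1 µM Z-Phe-Ala-diazomethylketone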
PREPL inhibitor: inhibits the human prolyl oligopeptidase-like enzyme; recombinant PREPL, fluorescence polarization activity-based probe; inhibition, % at 5.96 µM; hit rate 0.68% among 320,000; in the data active = inhibition above about 43%;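 also: 0% = enzyme with DMSO and 100% = wells lacking enzyme; many of its hits are not listed in these tables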
Target sequence (Q4J6C6 whole entry, looked up): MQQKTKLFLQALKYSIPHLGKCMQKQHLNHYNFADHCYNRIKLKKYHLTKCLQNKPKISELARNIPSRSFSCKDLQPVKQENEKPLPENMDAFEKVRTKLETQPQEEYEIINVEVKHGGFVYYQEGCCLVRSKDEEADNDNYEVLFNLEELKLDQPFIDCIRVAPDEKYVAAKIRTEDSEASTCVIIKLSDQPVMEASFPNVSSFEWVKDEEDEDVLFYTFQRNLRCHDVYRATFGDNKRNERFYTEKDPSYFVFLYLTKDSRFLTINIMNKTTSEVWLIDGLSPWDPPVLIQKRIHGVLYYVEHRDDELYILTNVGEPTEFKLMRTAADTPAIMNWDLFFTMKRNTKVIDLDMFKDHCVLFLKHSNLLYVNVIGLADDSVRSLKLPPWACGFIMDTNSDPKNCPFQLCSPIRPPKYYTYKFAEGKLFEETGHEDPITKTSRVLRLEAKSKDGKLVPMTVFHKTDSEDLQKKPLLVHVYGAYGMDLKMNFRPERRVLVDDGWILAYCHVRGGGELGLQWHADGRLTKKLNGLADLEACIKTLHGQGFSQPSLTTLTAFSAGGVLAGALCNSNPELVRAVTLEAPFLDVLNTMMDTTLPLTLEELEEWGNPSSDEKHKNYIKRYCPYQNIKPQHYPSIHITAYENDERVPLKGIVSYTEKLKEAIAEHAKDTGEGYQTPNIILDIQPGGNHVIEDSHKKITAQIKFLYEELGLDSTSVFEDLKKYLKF
core dimer inh: blocks dimerization of HCV core protein; TR-FRET GST/Flag-core106 dimerization, 1536-well; inhibition, % at 5 µM; hit rate 0.33% among 300,000; AID 1899;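 active = inhibition above the mean of all tested compounds plus 3 SD, set per screening campaign, cut at about 45% in these data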
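System: GST/Flag-tagged HCV core106 proteins. Incubation: compound-protein-antibody incubation 4 h at 22.5 °C. Technique: HTRF with 340 nm excitation, 617/671 nm emission. Medium: KF-containing HEPES buffer, pH 7.45, DTT, CHAPS, BSA. Read-out: inhibition (%) from 671 over 617 nm ratio. Also added: Eu(K)-anti-GST 90 ng/mL plus XL665-anti-Flag 1 µg/mL.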
PP5 inh: PP5 (human) phosphatase inhibition. purified PP5c, OMFP substrate fluorescence. hit rate 0.18% among 320,000. P53041. AID 1987. inhibition, % at 6.7 µM;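 active = inhibition above the campaign's mean inhibition across all tested compounds plus 3 SD, cut at about 9.5% in these data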;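 also: 0% = DMSO only and 100% = 100 µM cantharidin control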
PP1 counter: PP1-alpha (human) inhibition in PP5 counter-screen | inhibition, % at 6.7 µM | hit rate 0.9% among 320,000 | purified PP1alpha, OMFP fluorescence | P62136;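 active = inhibition above the mean inhibition of all tested compounds plus 3 SD, computed separately for each screening campaign, cut at about 15% in these data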
An asterisk follows results filed as active; . = not tested or not shown. This is a subset; the hit share may differ from the screen's.

canonical_smiles	core dimer inh	EBNA-1 inh	PREPL inhibitor	PP5 inh	PP1 counter	CTSL1 counter	Efflux pump inh	ZTA DNA inh	TPT1 inh
CC[C@H](C)[C@@H]1NC(=O)c2cc([N+](=O)[O-])cc(F)c2OCC[C@@H](C(N)=O)NC(=O)[C@H](CCCCN)NC1=O	-5	-7	0	2.3	-1	3	.	9	-2
Cn1ccsc1=NC(=O)c1cc(S(=O)(=O)N2CCOCC2)ccc1F	3	5	3	1.1	-5	-3	0.0	-2	2
Cc1nc2sc3c(c2c(=O)o1)CCCC3	8	8	4	1.5	-2	0	-0.1	7	0
CC(C)(C)c1ccc(C(=O)NCC(=O)N/N=C/c2cccs2)cc1	5	2	4	0.9	-2	0	-0.1	15	-2
COc1ccc(Cc2nn3c(-c4cc(OC)c(OC)c(OC)c4)nnc3s2)cc1	31	14	26	-0.7	3	2	-0.1	9	4
Nc1cc(=O)nc(SCC(=O)NCc2ccccc2)n1CCc1ccccc1	-4	4	-42	0.3	2	1	-0.1	-2	-3
COc1ccc(/C=N\NC(=S)SCN2C(=O)C3CCC(C)(C2=O)C3(C)C)cc1 (stereo not drawn)	19	1	9	3.9	1	3	0.0	-22	-6
Cc1ccc(CNc2nc3ccccc3n2C)cc1	2	7	-4	-2.2	-2	-2	-0.1	8	2
Cc1cc(C)n(C(=O)/C=C/c2cccs2)n1	1	-5	10	1.9	-2	6	0.1	-16	-2
Cc1ccc(C)c(-c2nnc(NC(=O)Cc3ccccc3)o2)c1	-8	-11	7	1.9	-3	-7	0.0	13	-5
Fc1ccccc1CSc1nc2ncc(Br)cc2[nH]1	12	4	9	1.4	10	1	-0.1	5	7
CCNC(=O)CON=C1c2ccccc2-c2ccccc21	-3	0	4	-0.4	-3	-4	-0.1	2	1

Exported with values under each structure: entries from further up
Every second line gives: core dimer inh	EBNA-1 inh	PREPL inhibitor	PP5 inh	PP1 counter	CTSL1 counter	Efflux pump inh	ZTA DNA inh	TPT1 inh
COc1ccc(Cc2nn3c(-c4cc(OC)c(OC)c(OC)c4)nnc3s2)cc1
 : 31	14	26	-0.7	3	2	-0.1	9	4
Nc1cc(=O)nc(SCC(=O)NCc2ccccc2)n1CCc1ccccc1
 : -4	4	-42	0.3	2	1	-0.1	-2	-3
COc1ccc(/C=N\NC(=S)SCN2C(=O)C3CCC(C)(C2=O)C3(C)C)cc1 (stereo not drawn)
 : 19	1	9	3.9	1	3	0.0	-22	-6

The list continues.
canonical_smiles	core dimer inh	EBNA-1 inh	PREPL inhibitor	PP5 inh	PP1 counter	CTSL1 counter	Efflux pump inh	ZTA DNA inh	TPT1 inh
C/C(=N\NC(=S)NCc1ccccc1)c1ccccc1	11	14	-11	1.7	-1	2	0.0	0	0
COCCNc1nc(-c2cc(-c3ccc(Cl)cc3)on2)cc(C(C)C)n1	-10	-2	4	4.7	-3	1	0.1	8	1
CCOc1ccc(NC(=O)CN(C)CC(=O)NC2CCCc3ccccc32)cc1OCC (stereo not drawn)	-2	4	5	2.3	5	1	0.0	-13	-2
COc1ccc(/C=N/c2oc(-c3ccccc3)cc2C#N)cc1OC	-9	-1	5	1.5	-1	0	-0.1	-24	0
CC(C)(C)n1nnnc1C(c1ccc(C(F)(F)F)cc1)N(Cc1ccc(F)cc1)Cc1ccco1 (stereo not drawn)	2	9	6	3.3	0	3	-0.1	-13	-1
Cc1ccccc1NC(NC(=O)OCCn1c([N+](=O)[O-])cnc1C)C(Cl)(Cl)Cl (stereo not drawn)	-11	4	6	-0.1	-7	13	0.2	7	-3
CC1CN(CC(O)COc2ccccc2C(C)(C)C)CC(C)O1 (stereo not drawn)	-1	-1	7	2.0	0	8	0.0	-10	1
Cc1c(-c2ccccc2)nc2ccccc2c1C(=O)Oc1ccc([N+](=O)[O-])cc1	4	-9	7	-9.1	-4	7	0.0	-9	-2
CC(=O)NC(=O)c1nnn(Cc2ccccc2)c1NC(C)=O	-1	-1	-5	-1.2	-2	-1	0.0	19	-1
Cc1cc(C(=O)OCC(=O)c2ccc(Cl)c([N+](=O)[O-])c2)c2cccc(C)c2n1	46*	0	0	1.3	2	-2	0.5	6	3
c1ccc(C2[C@H]3CN(CC4CCCCC4)[C@H](c4ccccc4)C34CC2(c2cccnc2)C4)cc1 (stereo partly drawn)	11	-9	16	4.5	1	0	-0.1	-3	0
Cc1cc(OCC(=O)OCC(=O)N2CCc3ccccc3C2)ccc1Cl	.	.	-10	6.0	4	.	-0.1	-13	.
CCOC(=O)Cn1c(=O)cnc2ccccc21	-1	2	2	0.3	-2	5	0.0	-5	3
Cc1oc(-c2ccc(Cl)cc2)nc1CS(=O)CC(=O)NCc1cccs1 (stereo not drawn)	0	0	-21	2.0	-2	-3	0.2	-12	-4
CN(Cc1c(C(=O)N/N=C/c2cccc(F)c2)nnn1-c1nonc1N)C1CCCCC1	-19	-12	9	-0.8	-13	8	0.0	-6	-5
COc1ccc(CNc2nc(-c3cccnc3)nn2C(=O)c2ccco2)cc1	-5	8	-6	-1.4	1	0	-0.2	-6	1
Cc1noc2ncnc(Sc3ccc(Cl)cc3)c12	5	-1	6	1.3	-1	1	0.3	-1	9
Cc1cc(C)cc(NC(=O)C2CCCN2S(=O)(=O)c2ccc3c(c2)C(C)(C)C(=O)N3C)c1 (stereo not drawn)	1	-3	4	2.5	-4	-1	0.1	2	3
CCOC(=O)c1nnsc1NC(=O)Nc1ccc(OC)cc1	2	-3	1	0.3	-1	2	0.1	-4	0
O=C(c1ccc(Cl)c(S(=O)(=O)NCc2ccco2)c1)N1CCN(c2ccccc2F)CC1	1	0	18	-1.0	-4	-1	0.1	5	-3
COc1ccccc1CNC(=O)CC(C)C	-1	-2	-4	3.6	0	-3	0.1	5	-7
O=C(CCS(=O)(=O)c1ccc(Br)cc1)NCc1ccc(F)cc1	-121	-11	0	0.5	1	1	0.5	3	1
CCCCCCCCCCCC1=C(O)C(=O)C=C(O)C1=O	-9	0	8	2.1	46*	4	-0.4	-8	-2
COc1ccc(CCNC(=O)CSc2nnc3ccc(-c4cccnc4)nn23)cc1	0	5	25	1.8	1	0	0.2	0	0
CC(=O)c1ccc(N2CCN(C(=O)C(=O)c3cn(CC(=O)N4CCCCCC4)c4ccccc34)CC2)cc1	10	4	7	3.1	1	5	0.1	6	-5
CC(=O)c1sc2nc(-c3cccs3)cc(C(F)(F)F)c2c1N	-1	1	8	-0.9	0	5	0.7	10	-15
C/C(=N\n1c(C)nc2ccccc2c1=O)c1ccc(C)o1	-1	-6	-3	-1.2	-1	3	0.0	3	-1
Clc1ccc(-[n+]2c(-c3cccc(Br)c3)[nH]c3nc4ccccc4nc32)cc1	20	-1	-9	0.7	-5	-1	0.2	-5	-1
Cc1cc(NC(=O)CSc2ccc(-c3cccc([N+](=O)[O-])c3)nn2)no1	-2	-1	2	1.5	1	1	0.0	-4	1
c1ccc2c(c1)CCN(c1nc3cc4c(cc3s1)OCCO4)C2	8	6	48*	0.2	2	1	-0.1	10	1
CCOc1ccc(CCNC(=O)COC(=O)c2ccc(Br)o2)cc1OCC	-3	-12	7	-0.6	-2	-9	0.1	-1	-3
CCCSc1nc2cc(OC)c(OC)cc2c(=N)n1CCCN1CCOCC1	-4	-2	23	-2.1	0	1	0.0	-2	1
O=C(CNC(=O)c1ccc(-c2ccccc2)cc1)OCc1c(F)cccc1Cl	13	44*	-11	1.6	0	-2	-0.1	-17	2
Cn1c(=O)[nH]c(=O)c2c1nc(N1CCCC1)n2CC(O)COc1ccccc1 (stereo not drawn)	-1	-2	7	0.1	-2	3	-0.1	7	0
O=C(OCC(=O)N(Cc1ccccc1)Cc1ccccc1)c1cccc(O)c1	.	.	-6	1.4	-3	.	-0.1	8	.
COc1cc(C(=O)c2ccccc2)c(OC)cc1C(=O)Nc1ccc(O)cc1	5	-9	7	3.7	0	3	0.5	5	-1
COC(=O)Nc1sc2c(c1C(=O)N1CCOCC1)CCC(C)C2 (stereo not drawn)	2	8	3	2.2	-3	-3	-0.2	16	0
CCCCOP(=O)(OCCCC)C(Nc1ccccc1)c1ccc2c(c1)OCO2 (stereo not drawn)	1	9	1	3.5	4	4	-0.2	7	0
CC(=O)Nc1ccc(NC(=O)c2ccc(-c3ccc([N+](=O)[O-])cc3)o2)cc1	21	-4	10	0.8	16*	3	0.2	-16	4
COC(=O)C(C)N(c1ccc(OC)cc1)S(C)(=O)=O (stereo not drawn)	1	3	1	0.7	5	-2	-0.1	3	-5
S=c1[nH]nc(-c2ccc(Cl)cc2)n1Cc1ccccc1	-2	-3	-8	4.4	-12	7	0.3	-1	-1
Cc1nn(C)c(Cl)c1C(=O)NCC(=O)O	-5	-1	9	0.4	-2	-1	0.0	-16	-1
COc1ccc2c(CC(=O)Nc3ccc(N4CCOCC4)cc3)coc2c1	1	2	54*	-2.6	-4	-5	-0.1	-18	-2
CN(C)C(=O)CN1C(=O)NC(c2ccccc2)(c2ccccc2)C1=O	-6	-4	-15	4.5	-2	0	0.0	-5	1
O=C(COc1ccccc1N1C(=O)C2C3C=CC(C3)C2C1=O)c1ccccc1 (stereo not drawn)	1	-15	1	-0.1	-2	-2	0.0	1	0
COC(=O)c1cc(C)sc1NC(=O)CN1CCN(C(=O)C2CCCO2)CC1 (stereo not drawn)	10	10	-2	-1.5	-1	-1	-2.8	3	0
CC(CCc1ccccc1)NC(=O)COC(=O)c1ccccc1Br (stereo not drawn)	-1	3	-43	-0.8	2	-3	-0.1	-7	-2
O=C1CN(C(=O)c2ccccc2)C(c2ccc(F)cc2)c2cc(Br)ccc2N1 (stereo not drawn)	2	0	13	1.5	2	-1	0.1	-12	-1
COc1ccc(CC(=O)Nc2ccc(S(=O)(=O)NC(C)C)cc2)cc1	6	-11	0	2.0	0	-2	0.0	-2	2
COC(=O)CN1C(=O)[C@H]2[C@@H](c3ccc(C)o3)N3C(=O)CN(Cc4ccc(-c5ccccc5)cc4)C(=O)[C@@]3(C)[C@H]2C1=O	14	4	0	4.6	-7	2	-0.1	-6	2
COc1c(/C=N/NC(N)=S)c(C)nn1-c1ccccc1	-7	-13	-2	2.8	2	7	-0.2	-10	-6
O=C(Cc1ccccc1)N1CCC2(CC1)NCCc1[nH]cnc12	-1	-10	-3	3.3	-4	-3	0.0	1	-4
Cc1c(NC(=O)C2CCCNC2=O)c(=O)n(-c2ccccc2)n1C (stereo not drawn)	-6	-9	8	3.5	3	-1	0.1	-11	-4
O=C(NCc1ccco1)c1ccc(=O)[nH]n1	6	-7	18	-0.1	-3	2	0.1	13	-9
CC(C)CC(c1nnnn1Cc1ccccc1)N1CCC(C(N)=O)CC1 (stereo not drawn)	-3	-7	-4	3.3	-1	-2	0.0	19	-1
O=C1CCCN1CCCNCC(O)c1ccccc1 (stereo not drawn)	-7	-4	4	0.6	-3	-5	-0.4	-8	-1
N#Cc1ccc(C(=O)OCC(=O)Nc2cccc(S(=O)(=O)N3CCCCC3)c2)cc1	.	.	16	3.4	1	.	0.2	-4	.
COc1cccc(C2/C(=C(/O)c3cnn(-c4ccccc4)c3C)C(=O)C(=O)N2CCN(C)C)c1 (stereo not drawn)	6	5	2	-2.1	-1	2	-0.1	20	0
CCCCN(C(=O)c1[nH]c(C)c(C(C)=O)c1C)c1c(N)n(CCCC)c(=O)[nH]c1=O	5	-1	4	-0.3	-7	0	0.0	-4	-2
